OXTR ag: agonists of human oxytocin receptor | P30559 | 0.32% of 320,000 active | activation, % at 3 µM | AID 2435 | CHO-OTR cells, Fluo-8 calcium fluorescence; normalized: DMSO 0%, oxytocin 100%;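 active = activation above the mean of all tested compounds plus 3 SD, cutoff set per screening run, cut at about 20% in these data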;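 also: peak over basal fluorescence ratio from a 100 s FLIPR kinetic read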
CHO parental Ca: counter-screen for OX1R antagonists: effect in parental CHO cells. 0.63% of 330,000 active. parental CHO-K1, ATP-induced calcium, Fluo-8 fluorescence. inhibition, % at 5.6 µM;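 active = inhibition above that plate's mean sample inhibition plus 3 SD, cut at about 26% in these data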;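 also: 0% = ATP-challenged DMSO wells and 100% = DMSO wells without ATP; some compounds past the cut are filed as inactive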
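Material: parental CHO cells / Compound: single nominal dose of 5.6 µM per compound / Signal: Fluo-8 fluorescence / Replicates: singlicate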
M1 PAM parental: nonselective activator or artifact in parental CHO-K1 calcium assay; AID 602247; ATP EC20, Fluo-8 calcium fluorescence; 0% at ATP EC20, 100% at ATP max; 0.02% of 360,000 active; activation, % at 3 µM;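 active = activation above the run cutoff, the mean activation of all test compounds plus 3 SD, cut at about 40% in these data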;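 also: peak over basal fluorescence ratio in a 140 s read after ATP addition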
GPR7 antag: human neuropeptides B/W receptor 1 antagonism; GPR7-expressing cells, fluorescence antagonist assay; inhibition, % at 4.4 µM; 1.1% of 290,000 active; AID 1861; in the data active = inhibition above about 16%, passing the limit was not always enough;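 also: cells stimulated with the agonist NPW; 0% = agonist with vehicle and 100% = vehicle without agonist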
Target sequence (P48145 whole entry, looked up): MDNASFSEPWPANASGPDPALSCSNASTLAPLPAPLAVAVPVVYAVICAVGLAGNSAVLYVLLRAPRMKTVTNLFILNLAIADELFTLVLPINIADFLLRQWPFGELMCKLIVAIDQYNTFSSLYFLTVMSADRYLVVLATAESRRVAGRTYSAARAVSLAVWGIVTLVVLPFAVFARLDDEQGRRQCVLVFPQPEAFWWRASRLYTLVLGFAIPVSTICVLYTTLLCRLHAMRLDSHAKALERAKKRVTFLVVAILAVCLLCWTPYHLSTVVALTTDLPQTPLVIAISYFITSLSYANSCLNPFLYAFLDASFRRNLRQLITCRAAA
CHO-K1 Ca antag: counter-screen for M1 antagonists: effect in parental CHO-K1 cells | ATP-induced calcium, Fluo-8 fluorescence | 0.6% of 360,000 active | AID 602250 | inhibition, % at 3 µM;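 active = inhibition above a per-plate cutoff, the plate's mean sample inhibition plus 3 SD, cut at about 24% in these data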;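 also: 0% = DMSO plus EC80 ATP and 100% = DMSO alone without ATP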
M1 ag parental: counter-screen for M1 agonists: effect in parental CHO-K1 cells; 0.48% of 360,000 active; AID 602248; activation, % at 3 µM; Fluo-8 calcium fluorescence; scaled to maximal ATP response, vehicle zero; in the data active = activation above about 15%;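 also: untransfected CHO-K1 host cells lacking M1 receptor as counterscreen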
V1aR counter: counter-screen for oxytocin receptor agonists: human V1a receptor agonists; CHO-V1R cells, Fluo-8 calcium fluorescence, agonist mode; 0% DMSO, 100% 3 nM vasopressin; activation, % at 3 µM; 0.25% of 320,000 active;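 active = activation above the mean activation of all tested compounds plus 3 SD, per screening run, cut at about 20% in these data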;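 also: signal is peak over basal fluorescence ratio across a 100 second FLIPR read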
Target sequence (P37288 whole entry, looked up): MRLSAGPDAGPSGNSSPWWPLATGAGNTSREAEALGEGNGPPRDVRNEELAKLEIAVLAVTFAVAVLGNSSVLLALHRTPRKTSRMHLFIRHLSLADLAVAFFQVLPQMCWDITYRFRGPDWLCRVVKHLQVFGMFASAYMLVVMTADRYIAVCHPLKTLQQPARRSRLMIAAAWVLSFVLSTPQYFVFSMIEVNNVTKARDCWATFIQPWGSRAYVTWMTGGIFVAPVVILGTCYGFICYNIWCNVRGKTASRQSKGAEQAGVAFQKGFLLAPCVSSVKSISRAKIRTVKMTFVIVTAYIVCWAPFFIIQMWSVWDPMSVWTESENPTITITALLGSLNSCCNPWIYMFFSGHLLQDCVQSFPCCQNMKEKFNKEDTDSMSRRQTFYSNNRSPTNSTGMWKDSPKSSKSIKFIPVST
TAAR1 antagonist: antagonists of human TAAR1; 1.5% of 360,000 active; Q96RJ0; AID 624466; inhibition, % at 3 µM; CHO RD-HGA16 TAAR1, Fluo-8 calcium fluorescence, antagonist;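 active = inhibition above a per-plate cutoff, the mean inhibition of test compounds on that plate plus 3 SD, cut at about 49% in these data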;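 also: 0% = DMSO plus EC80 beta-PEA response and 100% = DMSO alone without agonist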
Target sequence (Q96RJ0 whole entry, looked up): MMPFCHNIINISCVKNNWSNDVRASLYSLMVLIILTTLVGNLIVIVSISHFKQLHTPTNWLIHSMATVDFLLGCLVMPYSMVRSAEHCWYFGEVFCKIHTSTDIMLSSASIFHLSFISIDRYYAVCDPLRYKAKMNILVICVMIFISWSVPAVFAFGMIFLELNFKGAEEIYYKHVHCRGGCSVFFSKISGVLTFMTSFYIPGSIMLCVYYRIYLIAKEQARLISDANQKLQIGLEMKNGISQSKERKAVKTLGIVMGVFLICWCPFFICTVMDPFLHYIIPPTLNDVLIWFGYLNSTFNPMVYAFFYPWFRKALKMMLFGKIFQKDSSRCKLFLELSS
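Assay system: CHO-derived RD-HGA16 cells stably expressing human TAAR1 plus Gα16. Timing: 140 s kinetic read after compound, 140 s after agonist. Technique: kinetic Fluo-8 calcium fluorescence measurement. Measure: % inhibition of agonist calcium response.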
OXTR potentiate: potentiates the human oxytocin receptor response; P30559; CHO-OTR cells, Fluo-8 calcium fluorescence, potentiator mode; 0% = oxytocin EC15, 100% = EC100; activation, % at 3 µM; 0.061% of 320,000 active; AID 2445;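 active = activation above that plate's cutoff, the mean activation of tested compounds plus 3 SD, cut at about 6.6% in these data, passing the limit was not always enough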;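 also: 100% uses oxytocin at 75 nM as the full agonist control; some results filed as inactive read as strong as hits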
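Material: CHO-OTR cells, human receptor; compound dosing: single dose, 3.0 µM nominal final compound concentration; schedule: 6 min compound pre-incubation at room temperature, 100 s kinetic read; measured by: kinetic Fluo-8 calcium fluorescence; read-out basis: % activation vs EC15 and EC100 oxytocin; controls: EC15 oxytocin alone as 0%, 75 nM oxytocin as 100%; replicates: singlicate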
* = called active by the depositor.

What do the screens show for `CSc1ccccc1OCc1cc(C(=O)N(C)CCc2c(C)n[nH]c2C)no1`?
OXTR ag: 1.5; CHO parental Ca: -31; M1 PAM parental: -12; GPR7 antag: 5; CHO-K1 Ca antag: 0; M1 ag parental: 0.9; V1aR counter: 4.6; TAAR1 antagonist: -5; OXTR potentiate: -7

What do the screens show for `Cc1cnc(C)c(Nc2nc(C(N)Cc3ccc(Cl)cc3)cs2)n1` (stereo unspecified)?
M1 PAM parental: 22; CHO-K1 Ca antag: -3; M1 ag parental: 6.5; TAAR1 antagonist: -16

How did COc1ccccc1NC(=O)c1cc([N+](=O)[O-])ccc1N1CCOCC1 do in these assays?
OXTR ag: 2.6; CHO parental Ca: -13; M1 PAM parental: -3; GPR7 antag: -17; CHO-K1 Ca antag: -1; M1 ag parental: 0.6; V1aR counter: -0.4; TAAR1 antagonist: -13; OXTR potentiate: -2

Results for COc1cccc(CN2CCN(Cc3nc(C(C)C)cs3)CC2CCO)c1 (stereo unspecified) ?
OXTR ag: 2.2; CHO parental Ca: -18; M1 PAM parental: 20; GPR7 antag: -6; CHO-K1 Ca antag: -12; M1 ag parental: 2.0; V1aR counter: 3.1; TAAR1 antagonist: -13; OXTR potentiate: -11

Results for CC(C)C[C@@H](COCc1ccc(F)cc1)N1CCN(C(=O)c2cccc(C(F)(F)F)c2)CCC1=O ?
M1 PAM parental: 22; CHO-K1 Ca antag: -26; M1 ag parental: 2.1; TAAR1 antagonist: 5

Results for CCOc1ccc(C(=S)N2CCCC2)cc1OCC ?
OXTR ag: -0.3; CHO parental Ca: -9; M1 PAM parental: 18; GPR7 antag: -18; CHO-K1 Ca antag: -3; M1 ag parental: 0.2; V1aR counter: -0.1; TAAR1 antagonist: 1; OXTR potentiate: 5

Results for CCN(CC)c1ccc(N2C(=O)C3CCCCC3C2=O)cc1[N+](=O)[O-] (stereo unspecified) ?
OXTR ag: 4.4; CHO parental Ca: -12; M1 PAM parental: 15; GPR7 antag: 5; CHO-K1 Ca antag: -5; M1 ag parental: 5.6; V1aR counter: 4.8; TAAR1 antagonist: 10; OXTR potentiate: -7

How did Cc1ccc(NC(=O)c2ccccc2OCc2c(C)noc2C)cc1S(=O)(=O)N(C)C do in these assays?
OXTR ag: -0.6; CHO parental Ca: -12; M1 PAM parental: 17; CHO-K1 Ca antag: -21; M1 ag parental: 2.9; V1aR counter: 2.2; TAAR1 antagonist: 34; OXTR potentiate: 0

Results for COc1ccccc1N1CCN(Cc2cccc(OC)c2OC)CC1 ?
OXTR ag: 0.7; CHO parental Ca: -3; M1 PAM parental: 5; GPR7 antag: -6; CHO-K1 Ca antag: -2; M1 ag parental: 1.0; V1aR counter: -0.5; TAAR1 antagonist: -5; OXTR potentiate: -16

How did Cc1cc(Br)cn2c(Cc3cccc(F)c3)c(-c3ccc(Cl)cc3)nc12 do in these assays?
M1 PAM parental: 16; CHO-K1 Ca antag: -20; M1 ag parental: 0.5; TAAR1 antagonist: 16

How did CC1CCCCN1S(=O)(=O)c1ccc(C(=O)Nc2nnc(C3=COCCO3)o2)cc1 (stereo unspecified) do in these assays?
OXTR ag: -1.1; CHO parental Ca: -9; M1 PAM parental: -9; GPR7 antag: -18; CHO-K1 Ca antag: 4; M1 ag parental: -0.2; V1aR counter: 0.7; TAAR1 antagonist: -17; OXTR potentiate: -9

Results for O=S(=O)(c1ccccc1)[C@@]1(c2ccc(Br)cc2)C[C@@H]2ON=C(c3cccc(Br)c3)[C@@H]2C1 ?
OXTR ag: -1.4; CHO parental Ca: -11; M1 PAM parental: -17; CHO-K1 Ca antag: 8; M1 ag parental: -0.2; V1aR counter: 0.0; TAAR1 antagonist: 6; OXTR potentiate: -21

How did O=C(NC1CCCC1)C(=O)c1c[nH]c2ccccc12 do in these assays?
OXTR ag: 0.0; CHO parental Ca: -12; M1 PAM parental: 2; GPR7 antag: -11; CHO-K1 Ca antag: -6; M1 ag parental: 0.9; V1aR counter: 1.6; TAAR1 antagonist: -10; OXTR potentiate: -7

What do the screens show for `Cc1cccc(Nc2nc(C)cc(C)c2C#N)c1`?
OXTR ag: -2.8; CHO parental Ca: -1; M1 PAM parental: 8; GPR7 antag: -3; CHO-K1 Ca antag: 5; M1 ag parental: 15; V1aR counter: -0.2; TAAR1 antagonist: -30; OXTR potentiate: 1

How did Cc1ccccc1NC(=S)NC(=O)Cc1ccc(Cl)cc1 do in these assays?
OXTR ag: 28*; CHO parental Ca: 2; M1 PAM parental: 25; GPR7 antag: 56*; CHO-K1 Ca antag: -10; M1 ag parental: 21*; V1aR counter: 26*; TAAR1 antagonist: 92*; OXTR potentiate: -25

Results for CCCCCCOc1ccc(/C(C)=N/NC2=NCCN2)cc1 ?
OXTR ag: 12; CHO parental Ca: 5; M1 PAM parental: 12; GPR7 antag: 1; CHO-K1 Ca antag: 1; M1 ag parental: 1.6; V1aR counter: 4.5; TAAR1 antagonist: 21; OXTR potentiate: -9

Results for CNC(=O)C1(C)C=CC2(CCCCC2)N1C(=O)OC (stereo unspecified) ?
OXTR ag: 0.5; CHO parental Ca: 1; M1 PAM parental: 10; CHO-K1 Ca antag: -13; M1 ag parental: 0.2; V1aR counter: 0.6; TAAR1 antagonist: -5; OXTR potentiate: -1

How did O=C(OCCN1C(=O)CCC1=O)c1ccc(S(=O)(=O)N2CCCCC2)cc1 do in these assays?
OXTR ag: 1.7; CHO parental Ca: -1; M1 PAM parental: -1; GPR7 antag: 0; CHO-K1 Ca antag: -1; M1 ag parental: 1.0; V1aR counter: 1.9; TAAR1 antagonist: 3; OXTR potentiate: -15

How did COc1ccc([C@H]2CC(=O)C=C(c3cccc(Br)c3)C2)cc1OC do in these assays?
OXTR ag: 0.4; CHO parental Ca: -18; M1 PAM parental: -12; CHO-K1 Ca antag: -1; M1 ag parental: 1.2; V1aR counter: -0.6; TAAR1 antagonist: 64*; OXTR potentiate: -11

How did c1ccc(N2CCOCCOCCOCCOCCOCC2)cc1 do in these assays?
OXTR ag: 0.8; CHO parental Ca: -6; M1 PAM parental: 13; GPR7 antag: 0; CHO-K1 Ca antag: -11; M1 ag parental: 7.5; V1aR counter: 0.2; TAAR1 antagonist: -24; OXTR potentiate: 4

How did CNc1ccc2nnc(C(F)(F)C(F)(F)C(F)(F)F)n2n1 do in these assays?
OXTR ag: 1.0; CHO parental Ca: -8; M1 PAM parental: -10; GPR7 antag: -6; CHO-K1 Ca antag: 5; M1 ag parental: -0.6; V1aR counter: 0.6; TAAR1 antagonist: 5; OXTR potentiate: 1

How did COc1ccc2c(=O)c3c(=O)n(-c4ccc(C)cc4)c(-c4ccccc4)nc3oc2c1 do in these assays?
OXTR ag: -1.0; CHO parental Ca: -19; GPR7 antag: -15; V1aR counter: -0.1; OXTR potentiate: -5

What do the screens show for `CCCCOc1ccc(-c2nnc(-c3ccncc3)o2)cc1`?
OXTR ag: 3.0; CHO parental Ca: 0; M1 PAM parental: 5; GPR7 antag: -7; CHO-K1 Ca antag: 11; M1 ag parental: 3.6; V1aR counter: 4.9; TAAR1 antagonist: 2; OXTR potentiate: -22

How did COc1ccc(Nc2ccc3ccccc3c2)cc1 do in these assays?
M1 PAM parental: -28; CHO-K1 Ca antag: 7; M1 ag parental: -0.6; TAAR1 antagonist: 12

What do the screens show for `CCN(CCn1cccn1)Cc1cn[nH]c1-c1ccc(OC)cc1F`?
OXTR ag: 1.3; CHO parental Ca: 4; M1 PAM parental: 14; GPR7 antag: 0; CHO-K1 Ca antag: -11; M1 ag parental: 1.4; V1aR counter: 0.9; TAAR1 antagonist: -14; OXTR potentiate: -7

Results for O=C(/C=C/c1ccc(F)cc1)N1CCc2ccccc2C1 ?
OXTR ag: -2.3; CHO parental Ca: -19; M1 PAM parental: 2; CHO-K1 Ca antag: -4; M1 ag parental: -0.5; V1aR counter: -1.1; TAAR1 antagonist: -9; OXTR potentiate: -8

Results for COc1ccc(CN=C(C#N)C2=C(O)c3ccccc3C2=O)cc1 ?
OXTR ag: -2.8; CHO parental Ca: -39; M1 PAM parental: 11; GPR7 antag: -29; CHO-K1 Ca antag: -8; M1 ag parental: 0.3; V1aR counter: -1.8; TAAR1 antagonist: -60; OXTR potentiate: -6

What do the screens show for `O=[N+]([O-])c1cc2c(cc1Br)CCN2`?
OXTR ag: 0.6; CHO parental Ca: -14; M1 PAM parental: 6; GPR7 antag: -18; CHO-K1 Ca antag: 1; M1 ag parental: 0.5; V1aR counter: 1.8; TAAR1 antagonist: 12; OXTR potentiate: 3

Results for COC(=O)C1=C(N)Oc2cc(C)[nH]c(=O)c2C1c1ccccc1OC (stereo unspecified) ?
OXTR ag: -0.3; CHO parental Ca: -5; M1 PAM parental: 7; GPR7 antag: -4; CHO-K1 Ca antag: 3; M1 ag parental: 13; V1aR counter: 0.0; TAAR1 antagonist: -49; OXTR potentiate: -2

How did Cc1cc(Cl)cc(Cl)c1OCCOc1cccc2cccnc12 do in these assays?
OXTR ag: 0.0; CHO parental Ca: -45; M1 PAM parental: 18; GPR7 antag: -2; CHO-K1 Ca antag: -7; M1 ag parental: 2.9; V1aR counter: 1.0; TAAR1 antagonist: 31; OXTR potentiate: -9

How did Cc1cccn2c(=O)c(/C=C(\C#N)C(=O)NC3CCS(=O)(=O)C3)c(Oc3ccc(F)cc3)nc12 (stereo unspecified) do in these assays?
OXTR ag: -0.8; CHO parental Ca: -27; M1 PAM parental: 3; GPR7 antag: 1; CHO-K1 Ca antag: -15; M1 ag parental: 0.6; V1aR counter: -0.4; TAAR1 antagonist: -11; OXTR potentiate: 1

How did COc1ccc(N(C(=O)c2ccc(S(=O)(=O)N3CCOCC3)cc2)C2C=CS(=O)(=O)C2)cc1 (stereo unspecified) do in these assays?
OXTR ag: -0.8; CHO parental Ca: -8; M1 PAM parental: -10; GPR7 antag: -5; CHO-K1 Ca antag: 8; M1 ag parental: -0.1; V1aR counter: 0.3; TAAR1 antagonist: -17; OXTR potentiate: -12

How did COc1ccccc1N1Cc2ccc(OC)c(OC)c2C1=O do in these assays?
OXTR ag: -1.4; CHO parental Ca: -7; M1 PAM parental: 11; GPR7 antag: -13; CHO-K1 Ca antag: -6; M1 ag parental: 0.4; V1aR counter: -0.4; TAAR1 antagonist: -23; OXTR potentiate: -8

2 compounds drawn at random from the list so far:
How did COc1ccc(N(C(=O)c2ccc(S(=O)(=O)N3CCOCC3)cc2)C2C=CS(=O)(=O)C2)cc1 (stereo unspecified) do in these assays?
OXTR ag: -0.8; CHO parental Ca: -8; M1 PAM parental: -10; GPR7 antag: -5; CHO-K1 Ca antag: 8; M1 ag parental: -0.1; V1aR counter: 0.3; TAAR1 antagonist: -17; OXTR potentiate: -12

Results for COc1ccc(CN=C(C#N)C2=C(O)c3ccccc3C2=O)cc1 ?
OXTR ag: -2.8; CHO parental Ca: -39; M1 PAM parental: 11; GPR7 antag: -29; CHO-K1 Ca antag: -8; M1 ag parental: 0.3; V1aR counter: -1.8; TAAR1 antagonist: -60; OXTR potentiate: -6
